Assay outcomes (PubChem)
Rpn11 inh – Rpn11 (PSMD14) deubiquitinase inhibitors, primary screen, biochemical, fluorescence polarization, uHTS. human 26S proteasome, Ub4-pepOG fluorescence polarization; 20S core pre-blocked with epoxomicin. calls only at 20 µM. 26S proteasome non-ATPase regulatory subunit 14 (Homo sapiens), O00487. 360,000 tested, 0.59% active;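 active = inhibition at 20 µM, scaled to each plate's controls, above about 33%, limit read from the data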
Target sequence (O00487 whole entry, looked up): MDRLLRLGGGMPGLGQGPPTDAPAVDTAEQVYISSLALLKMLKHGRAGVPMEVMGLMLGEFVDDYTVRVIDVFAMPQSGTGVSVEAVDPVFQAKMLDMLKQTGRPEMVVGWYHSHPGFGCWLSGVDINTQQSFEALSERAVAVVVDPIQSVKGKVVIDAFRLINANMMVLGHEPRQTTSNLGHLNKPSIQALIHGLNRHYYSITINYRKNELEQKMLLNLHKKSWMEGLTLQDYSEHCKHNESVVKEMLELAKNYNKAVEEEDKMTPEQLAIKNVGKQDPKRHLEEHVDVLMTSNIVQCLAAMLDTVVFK
LMPTP block – LMPTP phosphatase inhibitors, primary screen, biochemical, fluorescence intensity, uHTS. inhibition, % at 20 µM. 360,000 tested, 0.22% active. recombinant LMPTP-A, OMFP fluorogenic substrate. AID 651560, 2012;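 active = compounds that cut the enzyme signal by at least half of the control window in the single-dose screen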;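 also: plate controls were DMSO wells with enzyme plus substrate for no effect and substrate without enzyme for full effect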
Target sequence (P24666 whole entry, looked up): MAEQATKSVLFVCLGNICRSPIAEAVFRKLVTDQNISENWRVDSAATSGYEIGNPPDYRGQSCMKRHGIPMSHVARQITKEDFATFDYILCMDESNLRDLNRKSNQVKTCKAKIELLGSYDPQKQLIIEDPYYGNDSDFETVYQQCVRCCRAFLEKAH
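Assay system: LMPTP-A enzyme. Input: 0.625 nM LMPTP-A final. Probe or stimulus: 400 µM OMFP. Compound dosing: single 20 µM dose. Schedule: 50 min dark incubation at room temperature. Detection: fluorescence intensity of OMFP turnover product. Read-out: percent inhibition versus substrate-only and uninhibited controls. Benchmarks: no-enzyme low control, uninhibited high control.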
SKN-1 block – suppressors of acrylamide-induced Pgst-4::GFP reporter in worms, primary screen, SKN-1 inhibitor project, whole organism, uHTS, GFP/RFP fluorescence ratio, strain VP596 | C. elegans VP596 Pgst-4::GFP/RFP ratio, 24 h | inhibition, % at 21.8 µM | 360,000 tested, 0.49% active;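 active = interference check ratio from 0.5 to 1.5 plus GFP to RFP signal ratio inhibition reaching or exceeding a fixed threshold, cut at about 30% in these data, passing the limit was not always enough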; also: some compounds called inactive have numbers as strong as hits
CendR NRP1 mod – modulators of CendR peptide binding to NRP-1, primary screen, biochemical, fluorescence polarization, uHTS; 360,000 tested, 0.85% active; AID 602438, 2012; Neuropilin-1 (Homo sapiens), O14786; inhibition, % at 25 µM; FAM-RPARPAR peptide binding to NRP-1;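 active = inhibition or corrected inhibition above about 18%, plus a signal ratio from 0.5 to 1.5, limit read from the data, passing the limit was not always enough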; also: strong numbers were not always called active
DNMT1 inh – human DNMT1 methyltransferase inhibitors, primary screen, biochemical, molecular beacon, fluorescence, HinP1I cleavage, uHTS | 360,000 tested, 0.83% active | DNA (cytosine-5)-methyltransferase 1 (Homo sapiens), P26358 | inhibition (reported as % activation of signal), % at 10 µM | AID 588458, 2011; in the data active = inhibition above about 50%
NadD inh – inhibitors of S. aureus NadD, primary screen, biochemical, colorimetric, uHTS; Nicotinate-nucleotide adenylyltransferase NadD (Staphylococcus aureus N315); 360,000 tested, 0.78% active; inhibition, % at 20 µM; purified NadD enzyme, colorimetric absorbance read-out; in the data active = inhibition above about 26%; also: some compounds past the cut are filed as inactive
Scp1 inh – Scp-1 phosphatase inhibitors, primary screen, biochemical, colorimetric, uHTS; AID 493091, 2011; 340,000 tested, 0.88% active; inhibition, % at 20 µM; Recombinant Scp1, phosphopeptide, malachite green phosphate absorbance;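 active = inhibition above about 50% at 20 µM, limit read from the data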;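 also: plate controls were DMSO wells with enzyme for no effect and wells lacking enzyme for full effect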
Target sequence (Q9GZU7 76-261 limits assumed): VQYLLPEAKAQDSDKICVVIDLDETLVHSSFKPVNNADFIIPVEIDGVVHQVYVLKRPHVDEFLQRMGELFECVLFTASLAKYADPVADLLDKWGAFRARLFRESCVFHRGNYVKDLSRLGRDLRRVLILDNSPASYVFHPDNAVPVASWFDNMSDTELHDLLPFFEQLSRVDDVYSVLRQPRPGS
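System: SCP-1 catalytic domain; Reagent: Phospho 17-mer peptide substrate; Doses: one concentration, 20 µM, with 1.0% DMSO; Incubation: 45 min room-temperature reaction, 5 min colour, 30 min stabiliser; Signal: Phosphate-binding colour reagent, absorbance read at 630 nm.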
MT1-MMP act inh – blockers of MT1-MMP proenzyme processing, primary screen, HT1080 RFP-PRO-GFP cells, GFP/RFP fluorescence | 360,000 tested, 0.061% active | Matrix metalloproteinase-14 (Homo sapiens), P50281 | GFP/RFP ratio change, % at 20 µM | AID 651647, 2012 | GFP/RFP ratio fluorescence, overnight; percent of plate control window, DMSO zero;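 active = GFP/RFP ratio change of at least 30% with cell ATP level not reduced by more than half and red fluorescence within 50% of control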; also: strong numbers were not always called active
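Compound: 20 µM single dose, 1% DMSO / System: HT1080 RFP-PRO-GFP cells / Controls: DMSO and RFP-L50D-GFP cell wells / Read-out basis: GFP/RFP fluorescence ratio / Schedule: overnight compound exposure at 37 °C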
SUMO1-SIM PPI – modulators of SUMO1 protein-protein interactions, primary screen, biochemical, uHTS | Small ubiquitin-related modifier 1 (Homo sapiens), P63165 | SUMO1 binding to a labelled peptide, TR-FRET, 1 h | inhibition, % at 20 µM | 360,000 tested, 0.33% active; in the data active = inhibition above about 37%
Target sequence (P63165 whole entry, looked up): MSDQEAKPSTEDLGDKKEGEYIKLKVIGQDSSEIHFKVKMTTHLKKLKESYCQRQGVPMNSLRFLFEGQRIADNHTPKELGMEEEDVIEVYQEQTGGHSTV
STEP block – STEP phosphatase inhibitors, primary screen, biochemical, fluorescence intensity, uHTS. 360,000 tested, 0.25% active. Tyrosine-protein phosphatase non-receptor type 5 (Homo sapiens), P54829. recombinant STEP, OMFP fluorogenic substrate. inhibition, % at 20 µM. AID 588621, 2011;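 active = inhibition at 20 µM, scaled per plate between control wells, above about 37%, limit read from the data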;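 also: 0% = DMSO with enzyme and substrate and 100% = substrate only without enzyme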
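Also added – OMFP at 25 µM · Test system – STEP tyrosine phosphatase · Technique – FITC-channel fluorescence of OMFP product · Schedule – 20 min at room temperature, dark · Evaluation – control-normalized % inhibition with plate pattern correction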
The depositor's hits bear a star; i = inactive; x = not tested or not shown.

Structure	Rpn11 inh	LMPTP block	SKN-1 block	CendR NRP1 mod	DNMT1 inh	NadD inh	Scp1 inh	MT1-MMP act inh	SUMO1-SIM PPI	STEP block
O=C(NC1CCCc2ccccc21)c1ccc(F)cc1F (stereo not given)	i	0.3	12	0	1	0	-7	-1	1	-1
CN(CC(=O)Nc1ccc(C#N)cc1)Cc1ccc(Cl)c(Cl)c1	i	1.2	12	-3	1	-2	-5	0	-3	-5
O=C(Nc1ccc(N2CCOCC2)cc1)c1cccc2ccccc12	i	0.8	16	1	-1	-3	-1	-1	1	1
Cn1c(SCC(=O)Nc2ccccc2Oc2ccccc2)nnc1C1CC1	i	-0.4	3	17	5	-9	-7	-2	-3	3
COCCCN1C(=O)c2ccccc2C1C(=O)NC1CCCCCC1 (stereo not given)	i	2.7	25	19	-2	-5	-2	5	-5	0
Cc1nc(NC(=O)c2ccccc2)sc1-c1cc(C(=O)N2CCOCC2)nn1CCO	x	-0.2	3	2	x	x	x	9	-1	x
CSc1nnc(-c2cc(C)on2)n1-c1ccccc1	i	-1.6	9	3	0	5	-8	-3	3	1
C=CCOc1ccc(/C(O)=C2\C(=O)C(=O)N(CCCOC)C2c2ccncc2)cc1 (stereo not given)	i	0.5	3	5	0	-2	1	-4	-11	0
CCCOC(=O)c1ccc(NC(=O)C(=O)NCC2CCCO2)cc1 (stereo not given)	i	-0.2	-4	4	1	1	-2	6	-4	-3
O=C(COC(=O)COc1cccc(F)c1)NCCC1=CCCCC1	i	-0.5	34	18	2	-4	0	3	0	-3
CC1CC(C)CN(C(=O)CSc2nc(Cc3cccs3)nc3ccccc23)C1 (stereo not given)	i	0.6	-4	1	9	25	1	-8	14	3
CCn1c(SCC(=O)N2CCCCC2)nc2c(c1=O)SCC2	i	-0.5	-10	1	0	1	-5	-1	1	0
COC(=O)C1=CN(C2CCCCC2)C=C(C(=O)OC)C1c1ccc2c(c1)OCO2	i	2.3	3	8	2	-2	-11	-23	-6	0
CN(CC(=O)Nc1ccccc1Cl)C(=O)COC(=O)CCN1C(=O)C2CC=CCC2C1=O (stereo not given)	i	-1.3	8	3	1	3	-10	0	2	-1
COC(=O)C1=C(C)N(Cc2ccco2)C(=O)N[C@@H]1c1ccc(Br)cc1	i	0.2	-6	-4	7	2	2	-3	5	-2
Cc1nn(Cc2ccc(Cl)cc2)c(Cl)c1/C=N/NC(=O)CNc1ccccc1F	i	4.4	2	3	14	-1	-4	-2	3	3
CCOC(=O)Cc1csc(SCC(=O)Nc2sc3c(c2C(N)=O)CCC3)n1	i	17	9	-55	95*	13	83*	-6	31	8
Cc1cc(CNC[C@H]2O[C@@H](n3ccc(=O)[nH]c3=O)[C@H](O)[C@@H]2O)no1	i	-1.9	-12	4	7	0	x	4	3	0
O=C(CCc1n[nH]c(=O)[nH]c1=O)Nc1cccc([N+](=O)[O-])c1	i	-1.4	-7	-2	2	-4	-5	7	-11	-2
C[C@@]12C(=O)N(c3ccc(C(F)(F)F)cc3)C(=O)N1[C@@H]1c3ccccc3OC[C@@H]1[C@H]2c1ccccc1	i	0.5	9	28*	3	2	-12	-5	-2	1
COCCN(CCOC)C(=O)c1ccc(NS(=O)(=O)c2ccc3[nH]c(=O)[nH]c3c2)cc1	i	-10	14	5	0	5	-5	-1	-26	-2
O=C(CSc1ncnc2scc(-c3ccccc3)c12)NC1CCS(=O)(=O)C1 (stereo not given)	i	3.1	1	-5	2	-10	1	0	-6	0
COc1ccc(S(=O)(=O)Nc2cc3c4c(oc3c3ccccc23)CCCC4=O)cc1	i	2.4	9	4	-20	-5	-16	-1	0	2
Cc1noc(C)c1NC(=O)N(C)C[C@H]1Oc2c(NC(=O)c3ccncc3)cccc2C(=O)N([C@H](C)CO)C[C@@H]1C	i	0.8	-7	-4	4	18	61*	12	3	1
O=C(O)CCCCNS(=O)(=O)c1ccc(Cl)c(C(F)(F)F)c1	i	0.3	5	6	1	1	-7	3	-2	0
Cc1csc2nc(CSc3nncn3-c3ccccc3)c(Br)n12	i	0.7	-2	10	0	-10	-7	-1	-2	-5
COc1ccc(/C=C/CN2CCCC(CO)(Cc3cccc(Cl)c3)C2)cc1 (stereo not given)	i	2.2	12	-8	-5	-6	-4	10	4	4
Cc1ccc(NC(=O)Cn2nc(C(=O)Nc3ccc(C)cc3)ccc2=O)cc1	i	-2.4	-1	2	26	18	-7	4	1	23
O=C(Nc1ccc(S(=O)(=O)N2CCOCC2)cc1)c1c(F)cccc1F	i	0.0	1	-8	0	0	-8	-2	2	2
COC(=O)CCC(=O)NNC(=O)Cc1ccccc1	i	0.1	6	-5	-1	-6	-7	-5	-3	-3
Cc1cc(S(=O)(=O)NCC(c2ccccc2)c2ccccc2)ccc1-n1cnnn1	i	-0.6	5	15	7	-4	-3	2	4	-5
COc1ccc(C2NC(=O)C(C#N)=C(S)N2c2ccc(C)cc2)cc1OC (stereo not given)	i	-0.4	11	-15	-2	1	-1	-3	2	1
Cn1c(Cc2csc(N)n2)nnc1SCC(=O)NCc1ccccc1	i	-0.6	15	7	-3	7	-5	0	-3	-4
CN(C)CCC1(c2ccccc2)CCN(C)C1=O (stereo not given)	i	-3.9	4	-4	-6	1	x	-4	1	-2
CC1CC(C)CN(C(=O)CSc2nnc(N)s2)C1 (stereo not given)	i	-1.0	-6	14	1	-7	4	0	0	-1
CC(=O)NNC(=O)CCn1c2c(c3ccccc31)CCCC2	i	0.5	-13	-3	2	-8	-7	-5	-3	1
Cc1cc(C)c2c(N)c(C(=O)C(C)(C)C)sc2n1	i	-0.1	-2	-9	5	-1	-7	1	-11	-2
CCC1CCc2sc(C(=O)O)cc2C1 (stereo not given)	i	-2.4	-28	10	4	2	-10	3	3	-8
COc1ccc(NC(=O)c2cnc3n(c2=O)CCS3)cc1OC	i	-0.1	-3	-19	0	3	-2	2	-6	3
COc1cccc(C2c3[nH]c4ccccc4c3CCN2C(=O)Cn2cncn2)c1OC (stereo not given)	i	-0.9	1	6	-2	3	-1	-4	-4	3
CCN(CC)C(=O)C1=C(C)N(Cc2ccc(OC)cc2)C(=O)C(CC(=O)NC(c2ccccc2)c2ccccc2)C1 (stereo not given)	i	0.4	-20	13	0	7	x	1	0	1
COc1ccc(Oc2nccc(-c3ccc(Cl)cc3)n2)cc1	i	1.9	5	2	-3	-1	-6	0	-2	2
COCCNC(=O)c1nn2c(C(F)(F)F)cc(-c3ccccc3)nc2c1Cl	i	1.2	17	6	1	-2	4	-2	-6	-2
C=CCc1cccc(CNc2c(C)n(C)n(-c3ccccc3)c2=O)c1O	i	1.5	-15	6	-3	-2	-8	-2	-5	2
CC1=CC(C)(C)n2c(O)c(N=N)c3c(C)c(C)cc1c32	i	3.5	12	0	4	-7	-10	-2	-4	3
CC[C@]12c3[nH]c4ccccc4c3CCN1C(=O)C(CC(=O)NCc1ccco1)C[C@@H]2C(=O)N1CCN(C(=O)C2CC2)CC1 (stereo not given in full)	i	-0.6	12	-8	1	-4	8	-1	-3	1
Cc1ccc(CS(=O)Cc2ccc(C(=O)N3CCN(c4ccccn4)CC3)o2)cc1 (stereo not given)	i	0.3	-8	6	2	-2	-1	3	4	3
Oc1cccc2ccc(N3CCOCC3)nc12	i	-0.4	-6	6	0	-2	-3	3	-1	-1
